APJ agonist = activates the human apelin receptor APJ; P35414; CHO-K1 APJ PathHunter beta-arrestin, luminescence; 0% DMSO wells, 100% apelin; activation, % at 20 µM; actives 0.11% (n = 330,000); AID 2520;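 active = activation more than six SD over the plate average, tested at 20 µM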;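 note: 0% = DMSO alone and 100% = apelin-13 at 10 nM; some results filed as inactive read as strong as hits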
Target sequence (P35414 whole entry, looked up): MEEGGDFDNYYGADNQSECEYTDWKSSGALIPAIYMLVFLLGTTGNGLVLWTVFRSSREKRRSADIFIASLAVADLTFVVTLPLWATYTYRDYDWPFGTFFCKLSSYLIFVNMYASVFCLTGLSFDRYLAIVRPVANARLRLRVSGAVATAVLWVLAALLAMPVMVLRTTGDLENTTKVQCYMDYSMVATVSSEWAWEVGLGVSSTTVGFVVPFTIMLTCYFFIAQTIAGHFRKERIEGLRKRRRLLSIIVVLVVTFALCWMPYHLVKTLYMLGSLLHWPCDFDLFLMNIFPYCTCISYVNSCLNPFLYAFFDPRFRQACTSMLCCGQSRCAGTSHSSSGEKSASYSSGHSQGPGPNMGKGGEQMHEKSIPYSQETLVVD
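assay system = CHO-K1 APJ beta-arrestin complementation cell line | input = cell density 1000 per well | dosing = compound 20 µM once, DMSO 1% | timing = compound 90 min 25 °C, reagent 1 h | measured by = luminescence from split beta-galactosidase complementation, Galacton Star/Emerald II substrate | read-out basis = APJ agonist activity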
tim23-1 inh = growth inhibitors of tim23-1 mutant yeast; AID 463212; actives 1.3% (n = 330,000); S. cerevisiae tim23-1 growth, BacTiter-Glo luminescence, 24 h; inhibition, % at 20 µM;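 active = growth inhibition of the mutant yeast at or above 50%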;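 note: temperature-sensitive mutant grown at 25 °C; plate controls were DMSO-treated mutant yeast for no effect and medium wells lacking yeast for full effect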
APJ antagonist = APJ receptor antagonism; P35414; CHO-K1 APJ beta-arrestin complementation, luminescence; inhibition, % at 20 µM; actives 0.32% (n = 330,000); AID 2521;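 active = inhibition above about 40% at 20 µM, limit read from the data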;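 note: cells challenged with 10 nM apelin-13 agonist together with compound; plate controls were apelin-13 plus DMSO wells for no effect and DMSO wells lacking apelin-13 for full effect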
Jurkat NFkB inh = lowers PMA/ionomycin-induced NF-kB signal in Jurkat cells; PMA/ionomycin-induced NF-kB luciferase reporter, luminescence; inhibition, % at 4 µM; actives 0.53% (n = 330,000); AID 435003; in the data active = inhibition above about 50%
Mdm2-MdmX inh = inhibitors of human Mdm2/MdmX interaction. O15151+Q00987. SaOS-2 split-luciferase Mdm2/MdmX complementation, luminescence. inhibition, % at 8 µM. actives 3% (n = 330,000);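 active = inhibition of at least 50% at 8 µM in the primary screen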
UPR CHOP act = apoptotic UPR (CHOP) activation. CHO-CHOP luciferase reporter, luminescence; percent of tunicamycin response over DMSO baseline. activation, % at 10 µM. actives 0.34% (n = 330,000). AID 449763;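 active = at 10 µM dose, activation of 40% or more, normalized to positive control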;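 note: 100% = tunicamycin at 10 µg/mL and 0% = DMSO alone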
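measured by = luciferase luminescence | assay system = CHO-CHOP cells, stable luciferase reporter of PERK-eIF2a-CHOP signalling | amount = 500 reporter cells seeded per well | timing = 6 h compound exposure at 37 °C after overnight seeding | controls = positive tunicamycin 10 µg/mL, negative DMSO alone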
697 NFkB inh = lowers PMA/ionomycin-induced NF-kB signal in 697 B cells | 697 B-cell NF-kB luciferase reporter, 16 h | inhibition, % at 4 µM | actives 0.33% (n = 330,000) | AID 435022; in the data active = inhibition above about 35%
UPR XBP1 act = activators of adaptive arm of unfolded protein response (XBP1). CHO-XBP1 luciferase reporter, IRE1-XBP1 UPR activation, luminescence; percent of tunicamycin response, DMSO as zero. activation, % at 20 µM. actives 0.33% (n = 330,000). AID 463104;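 active = versus positive control, 20 µM dose yields 30% or more activation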;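 note: 100% = tunicamycin at 10 µg/mL and 0% = DMSO only wells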
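Material: CHO cell line with stable XBP1 luciferase reporter; buffer or medium: F12 medium containing 10% fetal bovine serum; compound: single point, 20 µM final compound, 1% DMSO; incubation: 6 h treatment, 37 °C; measured by: glow luminescence from Steady-Glo reagent; evaluation: activation, % of tunicamycin; control set: tunicamycin high, DMSO low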
Numbers without * were called inactive.

SMILES	APJ agonist	tim23-1 inh	APJ antagonist	Jurkat NFkB inh	Mdm2-MdmX inh	UPR CHOP act	697 NFkB inh	UPR XBP1 act
O=C(/C=C/c1ccccc1)N1CCCN(C(=O)/C=C/c2ccccc2)CC1	-4	27	6	3	7	-1.0	14	1
O=C(/C=N/O)Nc1ccccc1C(=O)O	-4	10	-7	-1	14	-3.3	-6	1
CC(C)C[C@H]1CN=C(Nc2ccccc2)N1CCCC1CCCCC1	0	-22	7	20	50*	-1.2	16	2
Cc1cc(C(=O)N/N=C/c2cc(Cl)cc([N+](=O)[O-])c2O)c2ccccc2n1	-6	45	12	-1	20	1.6	-6	0
CC(=O)Oc1ccc(/C=C2\N=C(C3CCCCC3)OC2=O)cc1	-1	44	19	-9	2	-1.1	-7	-1
CCOC(=O)C1(Cc2ccccc2C(F)(F)F)CCN(C(C)COC)CC1 (centres undefined)	0	7	-5	-4	17	-1.9	2	0
O=C(/C=C/Nc1ccc(S(=O)(=O)Nc2cnc3ccccc3n2)cc1)c1ccccc1	-2	2	-10	11	7	-1.1	3	1
COc1ccc(CNC(=O)C2CCCN(S(=O)(=O)c3ccc(F)cc3)C2)cc1 (centres undefined)	-5	9	-7	-2	10	-0.1	-20	-6
O=C(CCN1C(=O)COc2ccccc21)NCCCN1CCCC1	-4	-11	-6	-9	0	-0.8	3	-6
CC(=O)NC1(c2ccccc2)CCN(CC(=O)N2CCC(C)CC2)CC1	-3	-1	9	-2	13	-1.6	-4	0
CCN(CCCNC(=O)c1ccc(N2CCCC2=O)cc1)c1cccc(C)c1	0	5	-3	-1	-29	-0.7	-48	-2
N#Cc1c(-c2ccc(Cl)cc2)nc2n(c1=O)CCCS2	0	41	11	-2	-2	1.1	-26	-2
CC(C(=O)N1CCN(Cc2ccc3c(c2)OCO3)CC1)n1cc([N+](=O)[O-])cn1 (centres undefined)	0	9	17	4	29	0.5	8	4
O=S(=O)(c1ccccc1)N1N=C(c2ccccc2)CC1c1ccccc1 (centres undefined)	-2	41	10	-6	17	4.8	-11	-6
COc1ccccc1CNC(=O)CCCC(=O)n1nc(C)c2ccccc21	-14	22	5	10	20	1.0	-21	-2
OCCCNCc1cccc2ccccc12	-2	13	11	7	26	-0.3	0	2
Cc1cc(C)n2cc(CSc3nncn3C)nc2n1	-1	2	16	11	6	-0.4	-11	2
Cc1cc(C)c(S(=O)(=O)c2cccc(Br)c2C)c(=O)[nH]1	-1	13	10	-23	12	0.2	-2	4
Cn1c(SCC(=O)NCc2ccccc2)nnc1-c1ccc(NC(=O)CCc2ccccc2)cc1	1	-7	-1	20	-5	1.1	12	-1
COc1cc2c(C(=O)N3CCOCC3)c(CSc3ccccc3)n(C)c2cc1Br	-1	47	20	17	3	-0.3	-13	4

A few values from the entries so far.
`CCOC(=O)C1(Cc2ccccc2C(F)(F)F)CCN(C(C)COC)CC1` (centres undefined) | APJ antagonist: -5
`O=C(/C=N/O)Nc1ccccc1C(=O)O` | Jurkat NFkB inh: -1
`Cn1c(SCC(=O)NCc2ccccc2)nnc1-c1ccc(NC(=O)CCc2ccccc2)cc1` | APJ agonist: 1
`O=C(/C=C/Nc1ccc(S(=O)(=O)Nc2cnc3ccccc3n2)cc1)c1ccccc1` | UPR XBP1 act: 1

Other structures.
SMILES	APJ agonist	tim23-1 inh	APJ antagonist	Jurkat NFkB inh	Mdm2-MdmX inh	UPR CHOP act	697 NFkB inh	UPR XBP1 act
CC1=C(C(=O)N2CCCC(N3CCN(c4ccccc4F)CC3)C2)OCCO1 (centres undefined)	-1	4	-9	-18	-3	0.7	1	0
CCN1C(=O)Cc2cc(S(=O)(=O)N3CCOCC3)ccc21	1	7	8	-1	-6	-1.4	5	-4
CCN1C(C)=C(C)S/C1=C1\SC(=S)N(NC(C)=O)C1=O	-4	-2	9	4	1	0.4	10	1
C=CCn1c(SCC(=O)Nc2ccc3c(c2)OCO3)nnc1-c1ccccc1OC	-3	5	10	11	17	-0.5	-12	-2
Cc1cc(C)c(S(=O)(=O)N2CCCC2)c(C)c1	-3	-10	-8	-6	-15	0.8	-28	0
CCOc1ccccc1N1CC(C(=O)NCCc2ccc(S(N)(=O)=O)cc2)CC1=O (centres undefined)	-2	1	4	-2	6	-0.5	28	2
O=C(COC(=O)c1ccc(Cl)nc1)NCCc1ccccc1	0	4	-7	7	-4	-1.2	8	-5
Cc1ccc(S(=O)(=O)N2CCN(C(=O)CSc3nc4ccccc4c(=O)[nH]3)CC2)cc1	3	3	18	-4	13	0.2	17	3
Cc1oc2c(C)c3oc(=O)c(CC(=O)N[C@@H](CC(C)C)C(=O)N[C@@H](Cc4ccccc4)C(=O)O)c(C)c3cc2c1C	0	21	-59	-3	-14	0.2	22	-2
COc1ccccc1C(=O)C1CCCN(C(=O)c2ccc3c(c2)OCCO3)C1 (centres undefined)	0	18	1	-13	-23	-0.2	10	-2
Cc1ccc(N(CC(=O)NCc2ccco2)C(=O)CNS(=O)(=O)c2ccccc2)c(C)c1	-1	6	-7	-15	3	0.7	2	-3
N#CCCn1cc(C(=O)N2CCCCC2)c(-c2cccc([N+](=O)[O-])c2)n1	-2	12	-4	0	1	-0.6	-3	1
CC(C)c1ccc(Oc2cccc(C(=O)/C(C#N)=C/N(C)C)c2)cc1	-3	29	14	-1	4	2.5	-8	1
O=C(c1cccnc1)C1CCCN(Cc2nc(Cc3ccccc3F)no2)C1 (centres undefined)	-2	1	-1	10	4	0.4	7	-2
COc1ccc(NC(=O)CSCC(=O)Nc2cc(Cl)ccc2N2CCCC2)cc1	0	26	15	9	-4	0.6	-19	-1
CC(=O)c1c(C)[nH]c(=S)c(C#N)c1-c1ccc(Cl)cc1	4	10	0	-1	15	1.7	15	1
O=C(NCc1ccc(F)cc1)C1CCN(S(=O)(=O)N2CCCC2)CC1	-2	0	-16	-1	-14	-0.1	-35	0
O=C(Nc1ccc(S(=O)(=O)NCc2ccco2)cc1)c1cccc(F)c1	-1	4	8	21	29	1.1	-6	0
COCC1CCCN(Cc2nc(-c3ccc4c(c3)OCO4)no2)C1 (centres undefined)	-3	13	-17	-30	-49	2.0	-23	0
CC(=O)N1CCCc2cc(S(=O)(=O)N3CCCC(C(=O)NCc4ccc(Cl)cc4)C3)ccc21 (centres undefined)	0	13	-9	20	31	1.3	-5	-1

Mdm2-MdmX inh, hit marks shown above
molecule | APJ agonist | APJ antagonist | Jurkat NFkB inh | Mdm2-MdmX inh | 697 NFkB inh | UPR XBP1 act
CC(C)C[C@H]1CN=C(Nc2ccccc2)N1CCCC1CCCCC1 | 0 | 7 | 20 | 50* | 16 | 2

(next part)
SMILES	APJ agonist	tim23-1 inh	APJ antagonist	Jurkat NFkB inh	Mdm2-MdmX inh	UPR CHOP act	697 NFkB inh	UPR XBP1 act
CC(Oc1cc2oc(=O)c3c(c2cc1Cl)CCCC3)C(=O)NCc1ccncc1 (centres undefined)	-2	-42	22	-6	13	1.0	0	-1
Cc1oc2c(CN3CCC(C)CC3)c(O)ccc2c(=O)c1-c1ccccc1	-3	11	-9	10	6	0.1	10	-7
COc1ccc(/C=C/CN2CCC(Oc3ccc(C(=O)N4CCCCC4)cc3)CC2)cc1	-1	14	4	-18	25	0.3	-11	-3
O=S(=O)(Cc1cc(-c2ccccc2)no1)c1ccccc1	-4	19	5	-23	-44	2.5	-33	4
Cc1cc(NC(=O)CCCN2C(=O)/C(=C\c3cccs3)SC2=S)no1	-3	-12	5	12	38	1.4	5	5
O=C(CSc1cccc[n+]1[O-])Nc1c(Br)cc([N+](=O)[O-])cc1Br	9	9	-62	6	5	-1.2	11	1
CCCn1c(SCC(=O)NCC(=O)Nc2ccc(F)c(F)c2F)nc2ccccc2c1=O	-4	9	5	-4	13	-0.5	6	0
CCS(=O)(=O)NCc1cn2ccsc2n1	0	-4	-1	4	18	0.3	6	-4
Cc1ccc(NC(=O)NCCCCc2ccccc2)cc1	-1	5	2	0	39	3.9	-11	-3
O=C(Nc1ccc(Oc2ccc3ccccc3c2)cc1)c1ccco1	3	34	-17	-7	16	0.7	11	3
CCOC(=O)N/N=C\c1ccc(-c2cc(Cl)ccc2Cl)o1	-5	33	11	5	-18	-0.4	18	-1
COc1ccc(Cl)cc1NC(=O)c1nnn(CC(=O)Nc2ccc(C)c(C)c2)c1N	1	-9	11	5	53*	-0.9	10	-2
O=C(Cn1nnc(-c2cccc(C(F)(F)F)c2)n1)NNS(=O)(=O)c1cccc(C(F)(F)F)c1	-4	20	7	7	-31	2.0	5	-2
COc1ccc2nc(SCC(=O)Nc3ccc4sc(C)nc4c3)c(C#N)cc2c1	-3	-14	10	14	31	4.8	-1	2
COc1ccc(C(=O)Nc2ccc(Br)cn2)cc1S(=O)(=O)N1CCOCC1	-3	27	-7	-4	-2	1.1	1	0
O=[N+]([O-])c1ccc2c(c1)nc1n2CCSC1	-2	3	0	14	18	1.9	-30	1
Cc1cc(N2C(=O)C(=O)/C(=C(/O)c3ccccc3)C2c2cccc(Br)c2)no1 (centres undefined)	0	32	-16	2	-4	0.1	-1	2
CS(=O)(=O)N1CCC(C(=O)Nc2cc(Cl)ccc2Cl)CC1	-1	10	-8	4	-10	-0.9	7	1
COC(=O)CN(C#N)c1nc(SC)nc(N(C)C)n1	-5	-8	-4	-10	-16	1.0	17	-2
Cc1ccc(CC2C(=O)N(c3cc(C)ccc3C)C(=O)C2C)cc1 (centres undefined)	-5	25	-11	5	23	1.0	6	-3

One compound at a time (already shown):
Results for O=C(CSc1cccc[n+]1[O-])Nc1c(Br)cc([N+](=O)[O-])cc1Br = APJ agonist: 9; tim23-1 inh: 9; APJ antagonist: -62; Jurkat NFkB inh: 6; Mdm2-MdmX inh: 5; UPR CHOP act: -1.2; 697 NFkB inh: 11; UPR XBP1 act: 1
Results for Cc1ccc(N(CC(=O)NCc2ccco2)C(=O)CNS(=O)(=O)c2ccccc2)c(C)c1 = APJ agonist: -1; tim23-1 inh: 6; APJ antagonist: -7; Jurkat NFkB inh: -15; Mdm2-MdmX inh: 3; UPR CHOP act: 0.7; 697 NFkB inh: 2; UPR XBP1 act: -3

(list continues)
SMILES	APJ agonist	tim23-1 inh	APJ antagonist	Jurkat NFkB inh	Mdm2-MdmX inh	UPR CHOP act	697 NFkB inh	UPR XBP1 act
O=C(Cc1ccccc1F)Nc1nc(-c2ccc(F)cc2)cs1	0	42	11	-4	11	8.0	-22	1
O=C(CCN1C(=O)c2ccc(Br)cc2C1=O)NC1CCCCC1	-6	-9	5	1	15	2.7	-12	-6
Cc1cccc(NC(=O)c2cc3ccccc3nc2C)c1	0	14	6	-7	-5	0.9	9	-1
COc1ccc(CNC(=O)C2CC(=O)N(C3CCCC3)C2)cc1 (centres undefined)	-4	-17	5	6	17	-0.5	-11	-6
Cc1cc(=O)[nH]c(SCC(=O)Nc2ccc(N3CCCCC3)cc2)n1	-3	6	0	22	16	3.5	-6	0
CCOC(=O)c1cc(-c2ccccc2)nn1Cc1cc(CC)no1	0	20	-44	-15	-21	3.7	-48	4
c1ccc(-n2nc3c(ccc4cnnc43)[nH]2)cc1	-4	53*	16	-119	-85	6.8	-88	7
NC(=O)C1CCN(C(=O)c2ccc(NS(=O)(=O)c3ccc(F)cc3)cc2)CC1	-4	2	4	12	-15	-0.7	2	-1
CC(C)N(C)S(=O)(=O)c1ccc(Cl)c(C(=O)O)c1	0	-5	-1	4	2	0.0	12	-1
O=C(CSc1nncn1-c1ccccc1)N1CCCC1	-1	-9	-11	17	10	-0.4	7	9
COc1ccc(N2CCN(Cc3nnc(-c4ccccc4)o3)CC2)cc1	-3	23	4	-3	-10	0.7	-17	7
CCn1c(=O)oc2cc(NC(=O)CCl)ccc21	-3	-23	1	8	66*	3.1	4	1

Screens: PubChem, Sanford-Burnham Center for Chemical Genomics
